Screening results (PubChem)
DENV2 CPE rescue: protects cells from dengue virus 2 cytopathic effect; DENV2-infected cells, cytopathic effect rescue, plate reader; CPE inhibition, % at 9.99 µM; 350,000 compounds, 1.7% hits; AID 651640; in the data active = CPE inhibition above about 20%, passing the limit was not always enough; inconclusive = no clear call, values can overlap the other calls; tested in BHK-21 cells;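 also: 0% = median of neutral control wells and 100% = median of positive control wells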
E-selectin induc: induces E-selectin expression in human endothelial cells; activation, % at 7.58 µM; 260,000 compounds, 0.37% hits; P16581; HUVEC E-selectin immunofluorescence imaging; normalized: neutral wells 0, TNF-alpha wells 100;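 active = mean E-selectin-positive cell signal at least 10% of the positive control, reached in at least 60% of replicates, without over 20% cell loss; inconclusive = no rule given, readout overlaps actives, possibly toxicity-flagged; inactive = the rest, including those meeting only one limit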;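 also: in these data hits start at about 27%; measured in HUVEC primary endothelial cells; signal is the percent of cells scored E-selectin positive by PE staining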
Target sequence (P16581 whole entry, looked up): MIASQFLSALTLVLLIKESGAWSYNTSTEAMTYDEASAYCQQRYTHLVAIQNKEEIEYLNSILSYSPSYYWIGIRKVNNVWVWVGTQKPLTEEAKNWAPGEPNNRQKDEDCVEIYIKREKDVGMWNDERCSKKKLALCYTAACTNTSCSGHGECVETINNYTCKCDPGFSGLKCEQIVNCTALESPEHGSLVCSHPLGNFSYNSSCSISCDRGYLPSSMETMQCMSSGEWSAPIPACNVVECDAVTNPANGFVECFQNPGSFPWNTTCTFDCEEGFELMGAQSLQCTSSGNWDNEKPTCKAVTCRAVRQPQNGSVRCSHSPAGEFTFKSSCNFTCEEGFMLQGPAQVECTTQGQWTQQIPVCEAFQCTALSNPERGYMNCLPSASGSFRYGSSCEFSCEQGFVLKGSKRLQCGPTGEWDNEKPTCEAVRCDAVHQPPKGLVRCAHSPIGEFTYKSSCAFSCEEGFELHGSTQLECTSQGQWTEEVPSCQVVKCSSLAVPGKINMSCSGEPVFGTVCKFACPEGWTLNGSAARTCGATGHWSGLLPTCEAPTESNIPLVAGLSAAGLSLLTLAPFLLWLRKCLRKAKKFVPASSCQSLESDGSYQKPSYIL
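material = human umbilical vein endothelial cells (HUVEC), E-selectin induction | quantity = 3,000 cells/well | medium = EGM-2 growth medium on 0.1% gelatin-coated wells | technique = immunofluorescence imaging | read-out basis = % PE-positive cells | control set = TNF-alpha positive control, DMSO neutral control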
CASP6 VEID inh: blocks human caspase-6 cleavage activity. P55212. purified caspase-6, Z-VEID-R110 cleavage fluorescence. inhibition, % at 12.5 µM. 350,000 compounds, 0.53% hits. AID 686996;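 active = mean inhibition across replicates at least about 35%, with every replicate also reaching that limit, limit read from the data; inconclusive = only one of the two criteria met; inactive = neither criterion met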;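 also: 0% = median of neutral control wells and 100% = no fluorescence left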
XiGFP reactiv: activators of X-chromosome reactivation in mouse fibroblasts; XiGFP mouse fibroblasts, % GFP-positive cells imaging, 3 d; cells co-treated with 5-aza-dC sensitizer; scaled so ellipticine positive control = 100%; activation, % at 7.58 µM; 360,000 compounds, 0.055% hits;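 active = mean normalized replicate activation at least 10% and every replicate at or above 10%; inconclusive = only one of the two criteria met; inactive = mean below 10% and not all replicates reach 10%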;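 also: 0% = median of on-plate neutral control wells and 100% = ellipticine 6 µM median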
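Assay system – SV40-immortalized XiGFP fibroblast cells, line 68-5-11 · Buffer or medium – DMEM supplemented with 5-aza-dC as sensitizing agent · Dosing – one concentration, pinned · Benchmarks – positive control ellipticine, 6 µM final · Times – 3 days compound exposure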
RAD54 branch: blocks human RAD54 Holliday junction branch migration. Q92698. FAM/BHQ fluorescence. inhibition, % at 10.4 µM. 360,000 compounds, 0.14% hits;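 active = mean normalized replicate activity at least 40 and at least half of replicates scoring 40 or more; inconclusive = only one of the two criteria met; inactive = mean below 40 and under half of replicates reaching 40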;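 also: 0% = median of neutral control wells and 100% = median of positive control wells; inhibitors cause a drop in the FAM fluorescence signal; in these data hits start at about 50%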
CFTR F508del cor: correctors of CFTR F508del function in bronchial epithelial cells; 350,000 compounds, 0.36% hits; CFBE cells, YFP halide quenching; stimulated with forskolin plus potentiator P3; % fluorescence drop versus neutral controls; activity (quench increase), % at 7.58 µM;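 active = mean added fluorescence quench of at least 8% versus neutral control, with both replicates also reaching 8%; inconclusive = only one of the mean or replicate conditions met; inactive = mean below 8% and not both replicates reaching 8%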;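 also: cells transiently co-express mutant CFTR-F508del with the halide-sensitive YFP; corrector assay measuring rescue of mutant channel to the surface after 24 h compound exposure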
INS-1E GSIS act: GLuc luminescence reporter in INS-1E cells, primary screen for activators of glucose-dependent secretion of insulin; 370,000 compounds, 0.61% hits; activation, % at 16.6 µM; INS-1E GLuc reporter insulin secretion, 2-3 h; AID 743287;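 active = lowest replicate activation of at least 40%, so every replicate reaches that level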;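 also: 0% = median of neutral control wells and 100% = median of IBMX positive control wells; some compounds called inactive have numbers as strong as hits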
RAD52 inh: inhibitors of human RAD52 DNA annealing | inhibition, % at 18.7 µM | 360,000 compounds, 0.46% hits | recombinant RAD52 DNA annealing, FRET fluorescence | P43351 | AID 651710;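 active = every replicate showing at least 50% inhibition; inconclusive = mean inhibition at least 50% but not in every replicate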
Target sequence (P43351 whole entry, looked up): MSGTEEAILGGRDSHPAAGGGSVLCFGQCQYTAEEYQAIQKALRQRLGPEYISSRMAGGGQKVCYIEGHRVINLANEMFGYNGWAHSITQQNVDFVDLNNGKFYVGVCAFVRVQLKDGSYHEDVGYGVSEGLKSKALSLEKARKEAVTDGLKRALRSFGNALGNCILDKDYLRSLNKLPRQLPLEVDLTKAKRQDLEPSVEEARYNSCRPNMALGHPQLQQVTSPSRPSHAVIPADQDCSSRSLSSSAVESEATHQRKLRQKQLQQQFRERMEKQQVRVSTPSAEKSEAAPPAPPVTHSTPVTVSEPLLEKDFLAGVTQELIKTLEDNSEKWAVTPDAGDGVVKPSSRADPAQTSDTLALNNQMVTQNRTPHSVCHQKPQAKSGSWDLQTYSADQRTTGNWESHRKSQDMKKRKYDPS
* hit, by the source's call; ? = inconclusive; nt = not tested or not shown; & = joins results of further samples.

SMILES	DENV2 CPE rescue	E-selectin induc	CASP6 VEID inh	XiGFP reactiv	RAD54 branch	CFTR F508del cor	INS-1E GSIS act	RAD52 inh
C=CCn1c(SCC(=O)c2c(N)n(CCC)c(=O)n(C)c2=O)nnc1-c1ccncc1	-1	?	-3	0.0	nt	-1.2	11	-10
C=CCn1c(SCC(=O)N(CC)c2c(N)n(Cc3ccccc3)c(=O)[nH]c2=O)nnc1-c1ccccc1OC	8	nt	-1	-0.5	-12	-0.5	17	-279
COc1cccc(-c2nc(CS(=O)(=O)CC(=O)Nc3cc(OC)ccc3OC)c(C)o2)c1	0	nt	1	0.0	3	2.5	5	-18
CS(=O)(=O)N(Cc1ccccc1Cl)c1ccc(C(=O)NCc2ccccn2)cc1	-3	nt	35	-0.1	nt	nt	0	-4
O=C(/C=C/c1cccnc1)c1ccc(O)cc1	1	nt	12	0.1	nt	-1.1	-15	-15
O=C(C[C@@H]1CC[C@H](NC(=O)c2cccc(F)c2)[C@@H](CO)O1)Nc1nccs1	3	0.9	3	0.4	3	0.0	10	-7
Cc1ccc(C(=O)c2c3ccc([N+](=O)[O-])cc3[n+]([O-])n2CCCC(N)=O)cc1	70*	0.4	8	0.0	-4	-5.2	-1	-21
C[C@@H]1CN([C@@H](C)CO)C(=O)c2cc(NC(=O)CCN3CCOCC3)ccc2O[C@H]1CN(C)S(=O)(=O)c1ccc(F)cc1	-5	-0.1	1	-0.5	1	-0.8	26	-7
Cc1ccc(-c2noc(-c3c(C)noc3C)n2)cc1	4	nt	7	0.5	nt	nt	-1	-10
COc1ccc(CCNC(=O)CSc2ccc3ccccc3c2)cc1OC	-12	nt	0	-0.1	-2	0.4	3	-44
C[C@H](CO)N1C[C@H](C)[C@@H](CN(C)C(=O)CN(C)C)Oc2cc(C#Cc3ccccc3)ccc2S1(=O)=O	12	0.8	-1	-1.2	6	-2.7	3	41
C[C@H]1CCC[C@]2(O[C@H](CCO)C[C@@H](O)[C@@H]2O)O1	-4	0.9	1	0.0	8	-0.2	17	-3
COc1ccc(CN(C)C[C@H]2OCCCC[C@H](C)Oc3ccc(NC(=O)Nc4ccccc4)cc3C(=O)N([C@@H](C)CO)C[C@@H]2C)cc1	-1	0.1	nt	0.1	-3	-3.8	-28	nt
CCCc1ccc(-c2cc(NC(=O)Cc3c[nH]c4ccccc34)ccc2Nc2cccnc2)cc1	-1	0.0	-1	0.6	nt	1.9	nt	5
CC(C)(C)c1ccc(Cn2nnc3c(=O)[nH]c(C4CCCN(C(=O)c5cccs5)C4)nc32)cc1 (centres undefined)	2	nt	4	0.0	-4	1.4	-36	13
COc1ccc(C(=S)N2CCCCC2)cc1Br	3	nt	0	0.1	1	0.7	7	1
C[C@H](CO)N1C[C@H](C)[C@@H](CN(C)Cc2ccc3c(c2)OCO3)Oc2c(NC(=O)Nc3ccc(F)cc3)cccc2C1=O	-12	1.6	-5	0.1	-17	-2.0	4	9
COc1ccc(-n2cc(CNCCCn3ccnc3)c(-c3cccc(F)c3)n2)cc1	2	nt	-43	0.1	nt	1.7	16	-13
Cc1cccc(NC(=O)Nc2ccc(Cl)c(Cl)c2)n1	2	nt	1	-0.1	5	4.2	-4	-10
CN(C)/N=C/c1ccc(OS(=O)(=O)c2ccccc2)cc1	4	nt	-3	0.0	nt	-0.6	10	-21
O=C(/C=C/Nc1ccccc1)c1ccc(Cl)cc1Cl	-3	nt	1	-0.1	7	nt	4	-39
C[C@@H]1CN([C@@H](C)CO)C(=O)c2cc(NC(=O)Nc3ccccc3)ccc2O[C@H]1CN(C)S(=O)(=O)c1ccc(F)cc1	1	0.0	nt	-0.8	8	1.4	-9	4
Cc1noc(C)c1S(=O)(=O)N(C)C[C@H]1OCCCC[C@@H](C)Oc2ccc(NS(=O)(=O)c3ccc(Cl)cc3)cc2C(=O)N([C@H](C)CO)C[C@@H]1C	-13	-0.4	2	-1.0	0	-1.7	-1	0
COc1ccccc1-c1ccc([C@H]2[C@@H](CO)N(C(=O)C3CC3)[C@H]2C#N)cc1	-3	0.7	7	0.0	-5	-2.0	6	-16
CN1CCN(Cc2c(C(=O)N/N=C/c3cccc(Br)c3)nnn2-c2nonc2N)CC1	10	nt	nt	-0.1	9	-0.5	1	4
SMILES	DENV2 CPE rescue	E-selectin induc	CASP6 VEID inh	XiGFP reactiv	RAD54 branch	CFTR F508del cor	INS-1E GSIS act	RAD52 inh
CCN1CCN(CC(=O)c2cc(OC)c(OC)c(OC)c2)CC1	-2	nt	-11	0.0	-8	2.9	nt	-12
O=C(Cc1ccccn1)NCC[C@@H]1CC[C@H](NC(=O)CN2CCOCC2)[C@@H](CO)O1	-2	-0.2	-1	0.2	-9	1.6	11	-16
C[C@@H]1CCCCO[C@@H](CN(C)S(=O)(=O)c2cn(C)cn2)[C@@H](C)CN([C@H](C)CO)C(=O)c2cc(NC(=O)Nc3ccc(C(F)(F)F)cc3)ccc2O1	16&5	0.3&-0.2	-3	-0.1&-0.4	-3	-3.3&-3.4	18&15	-24
O=C(N[C@@H](CO)C(=O)NCc1ccccc1)c1ccc(C(F)(F)F)cc1	4	-0.1	-5	0.0	-8	0.6	-2	-9
CCc1c(C(=O)N/N=C/c2sccc2C)nnn1-c1nonc1N	0	nt	-8	0.1	3	-0.4	34	-13
Cc1ccc2[nH]c3nc(N/N=C/c4cccc(O)c4)nnc3c2c1	-6	1.1	9	0.0	-11	-0.5	19	-15
CCCC#Cc1ccc([C@H]2[C@@H](CO)N3CCCCN(Cc4cccnc4)C[C@@H]23)cc1	33*	-0.2	-1	0.0	-7	1.0	2	-24
COc1ccccc1C(=O)NCCC(=O)Nc1cccnc1	11	nt	-1	0.0	2	1.3	28	-18
C=CCNC(=O)c1onc(CSc2ccc(OC)cc2)c1C(=O)O	-3	0.9	1	-0.3	3	1.9	-3	-4
COCC(=O)Nc1ccc2c(c1)[C@@H]1C[C@H](CC(=O)OC)O[C@@H](CO)[C@@H]1O2	-5&4	-1.6	0&1	-0.1	6	-4.8&-0.7	6&3	0&0
CSCCC(NC(=O)C12CC3CC(CC(C3)C1)C2)C(=O)OCC(=O)c1ccccc1 (centres undefined)	1	nt	-1	0.5	nt	-2.1	18	-8
Cc1cc(C)c(S(=O)(=O)c2ccccc2Cl)c(=O)[nH]1	4	nt	0	0.0	-2	3.8	5	2
Cc1cccc(-c2nc(S(=O)(=O)c3ccccc3)c(N3CCOCC3)o2)c1	1	nt	1	-0.1	1	-2.0	14	-4
C[C@@H]1CCCCO[C@H](CN(C)C(=O)C2CCCCC2)[C@H](C)CN([C@@H](C)CO)C(=O)c2cc(NC(=O)Nc3ccccc3)ccc2O1	-7	0.0	-1	0.0	-1	-5.1	-8	-12
O=C(c1ccc(F)cc1)N1CCC(C(=O)N2CCN(S(=O)(=O)c3cccc([N+](=O)[O-])c3)CC2)CC1	-3	2.9	-2	0.1	4	-2.6	0	-9
CCOC(CNC(=O)c1nnc(Cc2cc(OC)c(OC)c(OC)c2)o1)OCC	-9	-0.2	-2	-0.2	nt	-0.1	22	-5
COc1cccc(-c2cnc3c(NC=O)cc(-c4ccc(N5CCN(C)CC5)cc4)cn23)c1	11	0.3	nt	-0.1	7	4.2	9	11
C/C=C/c1cnc2c(c1)C(=O)N([C@H](C)CO)C[C@H](C)[C@@H](CN(C)C(=O)Cc1cccnc1)O2	-4	0.1	5	-1.0	-4	-0.6	22	-2
CC(C)CC#Cc1cnc2c(c1)C(=O)N([C@@H](C)CO)C[C@@H](C)[C@@H](CN(C)C(=O)C1CCOCC1)O2	-7	-0.2	-3	0.2	nt	0.9	11	-3
Nc1ccn([C@@H]2O[C@H](C(=O)N[C@H](Cc3ccccc3)C(=O)N3CCN(C(=O)N4CCOCC4)CC3)[C@@H](O)[C@H]2O)c(=O)n1	15	-0.3	-1	0.3	nt	-3.8	9	10
CC(C)CN(CC(C)C)CC(O)CN(c1ccccc1)S(=O)(=O)c1ccccc1[N+](=O)[O-] (centres undefined)	3	0.0	4	-0.3	-6	-0.4	-42	-3
COc1ccc(CC(=O)NCC2CCCN(Cc3ccc(F)cc3F)C2)cc1 (centres undefined)	17	nt	-6	0.0	0	-4.9	-10	-20
Cc1ccccc1NC(=O)Cc1nc(COC(=O)c2ccc(S(C)(=O)=O)c([N+](=O)[O-])c2)cs1	nt	nt	3	nt	13	nt	14	-29
O=C(NCC(=O)N1CCOCC1)c1ccc(Br)cc1	7	0.4	-1	0.0	-5	1.4	4	-1
CN(C)CCCNC(=O)C[C@@H]1CC[C@@H]2[C@@H](COc3ccc(NS(C)(=O)=O)cc3C(=O)N2C)O1	2	-0.1	0	0.2	-5	-3.1	13	1
SMILES	DENV2 CPE rescue	E-selectin induc	CASP6 VEID inh	XiGFP reactiv	RAD54 branch	CFTR F508del cor	INS-1E GSIS act	RAD52 inh
O=C(OCC(=O)N1CCN(c2ccc(F)cc2)CC1)c1cnc2ccccc2n1	-12	nt	-1	0.0	-10	0.6	5	-7
C[C@H](CO)N1C[C@H](C)[C@H](CN(C)S(=O)(=O)c2cn(C)cn2)OCCCC[C@H](C)Oc2ccc(NC(=O)Nc3ccc(F)cc3)cc2C1=O	10	-0.1	-1	0.0	-4	0.1	-9	-9
O=C1Nc2ccccc2-n2nnnc2C1N1CCN(CCN2CCOCC2)CC1 (centres undefined)	-12	0.0	-4	-0.2	nt	-2.0	22	1
CC(C)=CC(=O)Nc1nnc(-c2ccc(F)cc2)s1	nt	nt	4	nt	7	nt	16	-9
CNC(=O)c1ccsc1NC(=O)CCS(=O)(=O)c1ccc(C)cc1	-5	nt	2	0.9	-2	-1.0	25	-6
CCCCOc1ccccc1N1CCN(CCCN2C(=O)C3CCCN3C2=O)CC1 (centres undefined)	-3	1.2	5	0.2	-4	0.1	-10	-2
CC(C)C[C@H]1CN(CCCC[C@@H]2CNC(=O)C(=O)N2Cc2ccccc2)C(=O)C(=O)N1CCc1ccccc1	-13	nt	-1	0.2	nt	2.0	-15	-13
CC(C)(C)C(=O)N1CCN(c2ccc(NC(=O)c3ccc4c(c3)OCCO4)cc2)CC1	0	nt	3	0.0	1	0.7	0	-6
C[C@@H]1CCCCO[C@H](CN(C)C(=O)c2ccncc2)[C@@H](C)CN([C@H](C)CO)C(=O)c2cc(NS(=O)(=O)c3ccccc3)ccc2O1	2	0.0	-1	-0.7	6	2.3	38	9
C[C@@H]1CCCCO[C@H](CN(C)S(=O)(=O)c2ccccc2)[C@H](C)CN([C@H](C)CO)C(=O)c2cc(NS(C)(=O)=O)ccc2O1	-7	1.8	2	0.2	-7	-0.9	-4	-6
N#Cc1ccc(CSc2nnc(-c3c[nH]c4ccccc34)n2-c2ccccc2)cc1	2	-1.9	2	0.2	nt	0.4	-4	1
Cc1ccc(C(=O)N2NC(c3ccc(F)cc3)C3C(=O)N(c4ccc(C)c(C)c4)C(=O)C32)cc1 (centres undefined)	-4	0.0	0	0.1	5	-0.2	0	-5
COC(=O)C(Cc1csc2ccc(Cl)cc12)NC(=O)c1ccc(Cl)cc1 (centres undefined)	96*	0.2	-2	0.0	nt	0.3	13	-13
Cn1cnnc1SC/C(O)=C(\C#N)c1nc2ccccc2[nH]1	nt	nt	1	0.0	nt	-2.1	16	-25
